From PubChem
KLF5 inh – suppresses KLF5 promoter-driven expression | DLD-1 KLF5 promoter-luciferase reporter, luminescence | inhibition, % at 5 µM | 290,000 compounds, 0.23% hits;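 active means inhibition above a per-plate limit of that plate's mean compound inhibition plus 3 SD, cut at about 60% in these data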;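 further: 0% = DMSO wells and 100% = LY294002 at 200 µM; higher means less KLF5 promoter-driven luciferase light; inactives centre near -14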
GSK3A inh – blocks human GSK-3 alpha kinase; P49840; ADP-Glo luminescence, 60 min; inhibition, % at 10 µM; 320,000 compounds, 0.1% hits; AID 2650;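 in the data active means inhibition above about 50%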;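 further: GST-tagged GSK-3 alpha with peptide substrate and 25 µM ATP; 0% = DMSO neutral wells and 100% = GW8510 positive control wells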
Target sequence (P49840 whole entry, looked up): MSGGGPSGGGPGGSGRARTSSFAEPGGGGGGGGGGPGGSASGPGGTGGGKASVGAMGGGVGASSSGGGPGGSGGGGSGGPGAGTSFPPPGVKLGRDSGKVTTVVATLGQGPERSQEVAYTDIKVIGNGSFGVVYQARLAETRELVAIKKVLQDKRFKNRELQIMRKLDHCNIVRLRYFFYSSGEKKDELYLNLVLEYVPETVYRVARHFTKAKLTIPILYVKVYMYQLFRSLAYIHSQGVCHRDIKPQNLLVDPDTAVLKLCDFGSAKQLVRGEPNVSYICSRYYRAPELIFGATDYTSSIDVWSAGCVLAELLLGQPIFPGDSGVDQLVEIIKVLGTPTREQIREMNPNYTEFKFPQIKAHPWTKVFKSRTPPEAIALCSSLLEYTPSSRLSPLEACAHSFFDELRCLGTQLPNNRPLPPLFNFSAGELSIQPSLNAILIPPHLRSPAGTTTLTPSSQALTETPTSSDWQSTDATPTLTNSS
aSyn 5UTR inh – 5' untranslated region of α-synuclein, MLPCN primary screen; alpha-synuclein 5'UTR reporter, inhibitor activity; inhibition, % (tested at 7.5 µM); 300,000 compounds, 0.82% hits; in the data active means inhibition above about 60%; inconclusive means no clear call, values can overlap the other calls;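 further: H4 neuroglioblastoma cells stably carrying SNCA 5'UTR luciferase fusion; 0% = DMSO wells and 100% = positive control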
GSK3B inh – inhibitors of human GSK3beta kinase; P49841; GST-GSK3beta kinase, ADP-Glo luminescence, 60 min; stronger effect = lower value; activity score (negative = inhibition), % at 10 µM; 300,000 compounds, 0.038% hits;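 active means more than half of replicate wells score below -50%, meaning over 50% inhibition versus plate controls; inconclusive means some replicates but at most half score below -50%; inactive means no replicate scores below -50%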;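 further: 0% = median DMSO wells and -100% = median GW8510 positive control wells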
Target sequence (P49841 whole entry, looked up): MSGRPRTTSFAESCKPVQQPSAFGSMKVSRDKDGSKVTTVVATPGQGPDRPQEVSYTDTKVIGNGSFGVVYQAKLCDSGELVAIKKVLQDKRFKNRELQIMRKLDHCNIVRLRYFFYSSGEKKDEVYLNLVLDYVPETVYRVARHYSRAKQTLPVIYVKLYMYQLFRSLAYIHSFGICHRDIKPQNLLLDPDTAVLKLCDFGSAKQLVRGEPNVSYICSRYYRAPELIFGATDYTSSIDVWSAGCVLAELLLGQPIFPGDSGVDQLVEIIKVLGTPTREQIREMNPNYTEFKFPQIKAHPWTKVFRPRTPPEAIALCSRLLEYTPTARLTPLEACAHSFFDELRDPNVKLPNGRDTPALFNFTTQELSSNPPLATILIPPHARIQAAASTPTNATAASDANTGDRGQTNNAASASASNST
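Assay system: GST-fused GSK3beta enzyme, cell-free / Medium: Tris pH 7.5 buffer with MgCl2, DTT, BSA, heparin / Also added: peptide substrate plus 25 µM ATP (final) / Compound: 10 µM single point / Timing: kinase reaction with compound 60 min at room temperature / Detection: ADP-Glo luminescence / Benchmarks: DMSO neutral wells and GW8510 at 20 µM as positive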
AI-2 QS mod – modulators of Vibrio harveyi AI-2 quorum sensing system. Vibrio harveyi JMH597 AI-2 luminescence/OD600 ratio, 9 h; stronger effect = lower value; strain lacks LuxN and CqsS sensors; 0 = neutral-control median. activity change, % at 7.5 µM. 300,000 compounds, 0.4% hits; in the data active means activity change below about -75%, passing the limit was not always enough; inconclusive means no clear call, values can overlap the other calls;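 further: luminescence divided by OD600 gain over 9 h not by final OD600 alone; inactives centre near 13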
HSF1 activator – increases HSF-1 driven luciferase reporter signal; NIH3T3-HGL HSF-1 luciferase reporter, MG132, 8 h; 100% = twice DMSO control signal; activation, % at 9 µM; 300,000 compounds, 1.7% hits;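 active means mean replicate activation of at least 50% with a set share of replicates each reaching 50%; inconclusive means only one of those two conditions met; inactive means mean below 50% and too few replicates reaching it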;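 further: 0% = median of the neutral control wells and 100% = twice that signal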
HIF activator – HIF pathway transcriptional activation; U2OS HRE-luciferase reporter, luminescence; normalized: DMSO 0%, desferrioxamine 100%; activation, % at 7.5 µM (by protocol); 300,000 compounds, 0.32% hits;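 active means mean activation of at least 10% of the iron chelator positive control signal, with at least half of replicates also reaching 10%; inconclusive means mean and replicate majority disagree about reaching 10%; inactive means mean and most replicates under 10%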
HSP90 inh – blocks HSP90-mediated luciferase refolding in reticulocyte lysate | inhibition, % at 5.6 µM | 290,000 compounds, 0.91% hits | AID 1789 | Rabbit reticulocyte lysate, luciferase refolding luminescence, 3 h;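 active means inhibition above the screen-wide mean plus 3 SD, computed separately per campaign, cut at about 16% in these data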;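 further: 0% = DMSO wells and 100% = 60 µM geldanamycin wells; inhibitors lower the luminescence because luciferase stays unfolded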
IEC-6 cytotox – kills IEC-6 intestinal cells in KLF5 counter-screen; 290,000 compounds, 0.78% hits; inhibition, % at 5 µM; IEC-6 cytotoxicity, luminescence viability; in the data active means inhibition above about 22%;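 further: 0% = plate median of test compound wells and 100% = cytotoxic reference compound wells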
HSF1 inh – HSF1 inhibition; NIH3T3-HGL HSE-luciferase, MG132-induced, luminescence 8 h; stronger effect = lower value; 300,000 compounds, 0.77% hits; activity change, negative = inhibition, % at 7.5 µM (by protocol);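 active means more than half of replicate wells show activity change below -50%, luminescence cut by over half; inconclusive means some wells, but at most half, below -50%; inactive means no replicate well below -50%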;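 further: luciferase reports HSF-1 transcriptional activity via heat shock element; 0% = median of DMSO wells and -100% = zero luminescence signal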
An asterisk follows results filed as active; u = inconclusive; x = no result given.

SMILES	KLF5 inh	GSK3A inh	aSyn 5UTR inh	GSK3B inh	AI-2 QS mod	HSF1 activator	HIF activator	HSP90 inh	IEC-6 cytotox	HSF1 inh
CCn1c(Cc2ccccc2)nnc1SCC(=O)Nc1ccc2c(c1)OCCO2	-25	3	-11	4	39	1	-0.3	2	2	-5
COc1ccc(S(=O)(=O)N(C)c2c(C)n(C)n(-c3ccccc3)c2=O)cc1OC	-10	0	16	1	18	x	0.2	0	-3	x
O=C(COC(=O)c1ccco1)NCc1ccccc1Cl	-9	-2	-19	-4	3	-9	-0.6	3	7	-4
Oc1cccc(/C=N/N2CCCCC2)c1O	-58	1	-60	1	11	10	1.0	3	0	-6
CN1C(=O)CSc2ccc(NC(=O)N3CCC(N4CCCCC4)CC3)cc21	-20	0	1	-3	10	0	0.4	5	-2	1
O=C(C1CCCN(S(=O)(=O)c2cccc3nsnc23)C1)N1CCc2ccccc21 (centres undefined)	-12	0	10	0	25	-1	-1.3	-3	3	-4
CN1CCN(C(=O)c2cnn3c(C(F)F)cc(C4CC4)nc23)CC1	-9	9	3	-2	0	12	-0.2	-1	-2	5
CN1CCCN(S(=O)(=O)c2ccc3c(c2)OCCO3)CC1	0	0	-5	1	3	-24	-0.4	0	1	1
COc1ccc(-c2cc(-c3ccccc3)c(C#N)c(=S)[nH]2)cc1	-5	x	15	-1	4	8	-0.2	-2	2	-8
Brc1ccc(C2=Nc3ccccc3C(c3ccncc3)=NN2)cc1	-13	0	-11	0	-7	14	-0.5	2	3	7
CC(C)CNC(=S)Nc1ccc(F)cc1	-25	2	14	2	19	-1	-0.6	-6	0	-5
COc1ccc(-c2noc(=O)n2Cc2cc(C)ccc2C)cc1	13	1	-5	0	-5	-17	3.5	1	-1	2
COc1cc(/C=C/c2nc(N)nc(-c3ccccc3O)n2)cc(OC)c1OC	-37	1	0	1	11	-60	-0.4	-4	7	u
COc1ccc(CNC(=O)C(C#N)c2nc3ccccc3nc2N2CCCC2)cc1 (centres undefined)	-13	1	36	1	29	-53	0.0	5	-6	u
Nc1ccccc1Nc1cc(-c2ccccc2)[nH]n1	-17	x	-171	2	14	13	1.9	1	1	10
CC1CCN(S(=O)(=O)c2ccc(S(=O)(=O)NCc3ccco3)cc2)CC1	-50	2	25	2	16	17	-0.4	-2	4	-3
COCCNC(=O)CSc1nc2ccccc2c(=O)n1-c1cccc(OC)c1	-44	x	5	-24	27	3	-0.2	-2	1	-8
CCn1c(=O)c([N+](=O)[O-])c(N2CCSCC2)c2ccccc21	-10	3	36	-17	-3	-9	-0.6	3	1	-6
COc1ccc(-n2nnnc2/C(=C/N(C)C)C(=O)c2ccccc2)cc1	-11	0	3	-5	6	2	-0.2	-2	-3	7
O=C(O)/C=C/C(=O)Nc1ccc(NC(=O)c2ccccc2)c(Cl)c1	-39	0	-8	3	12	-23	-0.4	2	4	-4
CCS(=O)(=O)NCc1cn2c(C)csc2n1	-28	0	-8	0	0	-29	0.0	-4	4	-13
C=CCn1c(-c2ccccc2)cc(SC)c(C#N)c1=O	-18	-1	10	4	20	-17	0.1	-1	6	-5
Clc1ccc(Nc2nc3cccnc3s2)cc1	-45	-1	-144	-4	12	27	6.1	1	7	28
CC1CCCCN1C(=O)COC(=O)C1CCN(S(=O)(=O)c2ccc3c(c2)OCCO3)CC1 (centres undefined)	x	-1	-4	-1	56	-5	-0.3	x	x	-1
CC12CCC(C(N)=O)(C1Br)C2(C)C (centres undefined)	-18	-3	25	0	27	-6	0.6	1	7	-3
COc1ccc(OC)c(NC(=O)Nc2cccc(Cn3cccn3)c2)c1	-18	x	18	2	1	12	0.2	-4	4	1
Cc1cc(C)nc(/N=C(\N)Nc2ccc3c(c2)OCCO3)n1	3	2	-126	-1	15	-60	0.9	-3	6	-54*
C=CCOc1ccc(/C(O)=C2/C(=O)C(=O)N(CCN3CCOCC3)C2c2ccc(C)cc2)cc1 (centres undefined)	-35	-1	4	3	-4	5	-0.3	-1	-4	-6
COCc1[nH][nH]c(=O)c1C=Nc1ccc(Oc2ccccc2)cc1	-22	3	36	-1	24	-4	-1.9	3	2	-14
Cc1ccc(C)c(C(=O)N(C)CC(=O)Nc2ccccc2C(F)(F)F)c1	-10	-4	21	0	4	20	-0.3	2	2	10

HSF1 inh: what is marked active above.
Molecule	KLF5 inh	GSK3A inh	aSyn 5UTR inh	GSK3B inh	AI-2 QS mod	HSF1 activator	HSP90 inh	HSF1 inh
Cc1cc(C)nc(/N=C(\N)Nc2ccc3c(c2)OCCO3)n1	3	2	-126	-1	15	-60	-3	-54*

(listing goes on)
SMILES	KLF5 inh	GSK3A inh	aSyn 5UTR inh	GSK3B inh	AI-2 QS mod	HSF1 activator	HIF activator	HSP90 inh	IEC-6 cytotox	HSF1 inh
C[N+]1(C2CCC3CCCC2C3O)CCCC1 (centres undefined)	2	-1	-2	-1	15	-3	4.5	1	5	0
Cc1ccc(S(=O)(=O)N2CCN(C(=O)CCn3cncn3)CC2)cc1	-9	0	-3	-5	-8	3	-0.4	4	3	-6
COc1ccc2cc(-c3[nH]ncc3CN3CCCN(c4ccccc4)CC3)ccc2c1	-16	-4	-4	-1	1	18	0.2	0	1	6
COc1ccc(CNC(=O)c2cnc3n(c2=O)CCS3)cc1	-26	-2	6	0	27	7	-0.1	-1	-7	-6
COc1ccc(Nc2nc(N)nc(CN3CCN(c4ccccn4)CC3)n2)cc1	-6	-1	30	0	23	16	0.6	2	2	2
O=C(Nc1ccccc1N1CCOCC1)c1ccc2c(c1)OCCO2	-18	0	-31	-1	21	-10	0.0	3	0	-4
CCCCCNC(=O)c1ccc2c(=O)n(CCCOCC)c(=S)[nH]c2c1	-2	-1	-1	0	14	9	0.6	-2	6	-2
CCOc1cc(/C=C2\C(=O)N(Cc3ccco3)C(C)=C2C(=O)OC)ccc1O	-31	-2	14	0	8	7	-0.3	1	-3	10
N#C/C(=C/c1ccc(F)cc1)C(N)=S	-1	-2	-2	1	13	14	-0.6	3	-1	-6
CCCCCNC(=O)Cn1c(=O)c2c(ncn2CC(C)C)n(Cc2ccccc2)c1=O	-19	-2	12	-1	10	1	-0.7	-4	-4	-2
COc1ccc(NC(=O)CSc2nnc(C)c(=O)n2N)cc1	-24	1	-30	-4	25	2	-0.1	0	-2	-6
COc1ccc(N2CCN(S(=O)(=O)CCNC(=O)c3ccc(Br)o3)CC2)cc1	-12	0	9	1	19	7	-0.1	-3	4	-7
Cc1csc(NC(=O)c2cc(=O)[nH]c3ccccc23)n1	0	3	-6	-5	17	-11	-0.6	-1	2	11
CCOC(=O)C1CCCN(Cc2cc(OC)c(O)c(OC)c2)C1 (centres undefined)	0	-2	12	-3	8	4	0.0	-1	-7	-2
CCOC(=O)CON1C(=O)c2ccccc2C1=O	-31	1	-19	2	9	-3	-3.2	26*	3	-13
CCC(Sc1nc2ncccc2[nH]1)C(=O)NC1CCC(C)CC1 (centres undefined)	-3	0	18	-2	15	-27	-0.6	-2	4	-3
Cc1cc(C)c(NC(=O)c2ccccc2CCc2ccccc2)c(C)c1	-32	0	25	0	0	-8	0.1	-2	-4	-7
Cn1c(=O)c2sccc2n(Cc2ccccc2)c1=O	-38	1	7	2	4	-4	-0.8	0	-1	-3
C=CCNC(=O)CSc1nnc(-c2ccncc2)n1CCc1ccccc1	-15	-1	20	0	-2	6	-1.6	-4	15	-1
Fc1ccccc1COc1ccc2ccccc2c1CNc1nn[nH]n1	-24	-2	8	-1	4	4	0.6	-2	-2	1
Cc1ccc(S(=O)(=O)N/N=C\c2ccc3c(c2)OCO3)cc1	3	-8	0	4	-27	-17	-0.2	4	4	-6
CCCCOC(=O)Nc1ccc(N2CCCCC2)cc1	-170	0	-158	3	-39	49	1.2	4	3	31
O=C(N/N=C/c1cc(O)ccc1[N+](=O)[O-])c1ccc2c(c1)OCCO2	-44	-3	-33	-1	23	21	1.8	3	-3	12
CC(C)c1ccc(NC(=S)NC2CC3C=CC2C3)cc1 (centres undefined)	-138	0	-134	0	-23	33	0.6	-4	6	9
COc1ccc(NC(=S)NC2CCS(=O)(=O)C2)cc1 (centres undefined)	2	-2	-5	1	11	-2	-0.9	3	4	-7
CCN(CC)CCCNc1cc(C)nc2cc(-c3cccs3)nn12	-2	0	-19	-2	19	-4	0.8	3	5	-1
CN(c1ccccc1)S(=O)(=O)c1cccc(NC(=O)c2ccncc2)c1	-12	-1	-7	3	9	-19	-0.6	0	2	-7
CCCCn1c(N)c(N(CCOC)C(=O)CCCc2cccs2)c(=O)[nH]c1=O	x	-1	-2	1	13	20	-0.3	x	x	10
O=C(CN(Cc1ccco1)C(=O)CNS(=O)(=O)c1ccc(F)cc1)NCCc1ccccc1	20	-2	x	1	29	x	x	5	-3	x
Cc1ccccc1N1CCN(C2CCCN(C(=O)CCC(=O)N(C)C)C2)CC1 (centres undefined)	9	-1	-11	1	25	-1	-39	-1	-5	-5
O=C(CSc1nnc2ccc(-c3ccccn3)nn12)Nc1ccc(F)cc1F	x	-2	18	-1	1	-16	0.9	x	x	-8
Cn1c(SCC(=O)NNC(=O)Nc2ccccc2)nnc1-c1ccccc1	4	-6	18	0	18	-5	0.0	2	-1	-11
CN(C(=O)COC(=O)C1COc2ccccc2O1)c1c(N)n(Cc2ccccc2)c(=O)[nH]c1=O (centres undefined)	x	2	-2	0	23	5	0.1	x	x	0
COc1cc(/C=C/C(=O)c2ccc(NS(=O)(=O)c3ccc(C)cc3)cc2)cc(OC)c1O	-2	-7	-26	-1	13	u	-0.5	0	1	16
CCOCC(=O)Nc1cccc(-c2nc3cccnc3s2)c1C	-19	0	-63	0	11	-7	1.0	-4	1	1
C/C(Cn1nnc2ccccc21)=N\OC(=O)c1ccccc1C	-8	-3	-3	3	-33	9	-0.1	10	2	8
CCCN(CC(=O)Nc1ccc(C(N)=O)cc1)CC(=O)Nc1ccc(F)c(F)c1F	18	10	6	0	6	40	-22	6	14	10
O=C(CN1CCC2(CC1)OCCO2)c1c[nH]c2ccccc12	-20	2	-6	2	15	5	0.2	5	3	2
Cc1nc(C)n(CC(C)C(=O)N2CCN(S(=O)(=O)c3ccccc3)CC2)n1 (centres undefined)	-10	8	12	0	27	-6	-0.3	0	3	2
Cc1cc(C)c2c(N)c(C(=O)C(C)(C)C)sc2n1	-30	0	10	0	22	21	0.0	1	4	8
Cn1c(N)c(C(=O)c2cc(-c3ccccc3)nc3ccccc23)c(=O)n(C)c1=O	0	0	-21	-1	19	-7	0.2	4	3	-4
COc1ccc(-n2c(C)nc3cc(C(=O)O)ccc32)cc1	-21	-1	-4	1	25	-1	-0.5	0	4	-6
Cc1c(/C=C2\NC(=O)NC2=O)c2ccccc2n1C	-29	12	10	0	27	-5	-0.1	-2	1	-11
